KB-V1 cytotox: kills drug-selected multidrug resistant KB-V1 cells; KB-V1 MDR cells viability, CellTiter-Glo, 72 h; Potency, µM (titrated, usually from 46.1 µM), without a hit: at the top dose activity change, negative = cytotoxicity, actives largely listed as cytotoxic; actives 3.4% (n = 400,000); further: potency means the concentration at half of the fitted maximal effect; on the % scale 0 is the no-effect control and ±100 the full control effect; nearly all actives have a fitted effect of over 60% in size
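Readout: CellTiter-Glo luminescence, 10 min after addition. Cells: KB-V1 MDR subline, 72 h at 37 degrees C with compound. Analysis: corrected, normalized data fitted to concentration-effect curves.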
ATXN2 expr inh: reduces ATXN2 reporter expression in HEK-293 cells; HEK-293 ATXN2-luciferase reporter, luminescence, 24 h; Potency, µM (titrated, usually from 57 µM), inactives show at the highest dose activity change, negative = inhibition, hits mostly inhibitors; actives 0.72% (n = 360,000); AID 1745845; further: potency means the concentration at half of the fitted maximal effect; on the % scale 0 is the no-effect control and ±100 the full control effect; nearly all actives have a fitted effect of over 55% in size
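qHTS (up to 57 uM final) was run with 24 h compound exposure of reporter cells at 37 °C. Each well was multiplexed: SteadyGlo luminescence measured ATXN2-luciferase expression after a fluorogenic Gly-Phe-AFC viability readout (25 uM final).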
MCF10A rerep: DNA re-replication induction in MCF 10a cells; MCF 10A DNA re-replication, Hoechst nuclear intensity, 48 h; actives 2.9% (n = 350,000); Potency, µM (series often up to 46.1 µM), for inactives: at the top dose activity, positive = re-replication, actives largely listed as activators; further: potency means the concentration at half of the fitted maximal effect; % of control where 0% means no effect; nearly all actives have a fitted effect of over 50% in size
S2 tox: cell viability loss in ATXN counter-screen | S2 cells (HEK-293 line with an ATXN2-luciferase reporter) viability, CellTiter-Fluor protease fluorescence, 24 h | Potency, µM (series often up to 56.7 µM), actives largely listed as cytotoxic | actives 0.49% (n = 400,000); further: potency means the concentration at half of the fitted maximal effect; nearly all actives have a fitted effect of over 40% in size
IL1B secr inh: inhibitors of inflammasome signaling (IL-1 beta secretion). THP-1 LPS/ATP IL-1B secretion, AlphaLISA, 16 h; active compounds read low. activity change, % at 57.5 µM. actives 4.7% (n = 360,000). AID 743279; in the data active means activity change below about -50%; inconclusive means mostly about -30% to -49%; further: on the % scale 0 is the no-effect control and ±100 the full control effect
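THP-1 cells pretreated 1 hr with compounds (up to 57.5 uM final), then stimulated with LPS (250 ng/mL final) plus ATP (1.25 mM final); secreted IL-1B measured by AlphaLISA after 16 hr, decreased signal indicating inhibition.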
SW480 rerep: induces DNA re-replication in SW480 colon adenocarcinoma cells; SW480 DNA re-replication, Hoechst DNA content imaging, 48 h; Potency, µM (top dose mostly 46.1 µM), without a hit: top-dose re-replication activation, usual class: activators; actives 1.8% (n = 340,000); AID 624297; further: potency means the concentration at half of the fitted maximal effect; % of control where 0% means no effect; nearly all actives have a fitted effect of over 55% in size
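Image-based read-out: total Hoechst fluorescence of nuclei (405 nm excitation, 500-530 nm emission), with hits raising the fraction of high-intensity nuclei. SW480 colon cells incubated 48 hr with compounds at 37 C.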
HT1080-NT tox: kills 2HG-producing HT-1080-NT fibrosarcoma cells; HT-1080-NT fibrosarcoma viability, CellTiter-Glo ATP luminescence, 48 h; actives 1.6% (n = 360,000); Potency, µM (top dose mostly 46.1 µM), without a hit: at the top dose activity, negative = less viability, usual class: cytotoxic; AID 686970;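 further: NT is the 2HG producing partner of a matched IDH1 knockdown line; potency means the concentration at half of the fitted maximal effect; 0% = DMSO-treated cells and -100% = media-only wells without cells; nearly all actives have a fitted effect of over 55% in size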
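Luminescent CellTiter-Glo readout after 48 hours of compound exposure at 37 degrees C defined viability of HT-1080-NT cells. Activity was normalized to DMSO wells and cell-free media wells; concentration-response curves were fitted and assigned curve classes.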
KB-3-1 tox: kills parental KB-3-1 adenocarcinoma cells; KB-3-1 viability, CellTiter-Glo ATP luminescence, 72 h; AID 1347075; Potency, µM (series often up to 46.1 µM), for inactives: at the top dose activity change, negative = cytotoxic, hits mostly cytotoxic; actives 1.4% (n = 400,000); further: potency means the concentration at half of the fitted maximal effect; on the % scale 0 is the no-effect control and ±100 the full control effect; nearly all actives have a fitted effect of over 60% in size
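Parental KB-3-1 viability, qHTS format: 72 h compound exposure, 37 °C; CellTiter-Glo; media-only wells and DMSO plates as controls; concentration-effect fits on corrected data.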
HT1080 IDH1KD tx: toxicity to HT-1080 IDH1 knockdown cells (counter line); Potency, µM (top dose mostly 46.1 µM), inactives show top-dose activity, negative = toxicity, actives largely listed as cytotoxic; HT-1080 IDH1 knockdown viability, ATP luminescence, 48 h; actives 2% (n = 360,000);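 further: potency means the concentration at half of the fitted maximal effect; 0% = DMSO wells and -100% = cell-free medium wells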
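HT-1080-IDH1KD cells (IDH1 knocked down), 750/well in RPMI with 5% FBS, treated with compound 48 h at 37 degrees C. Viability by CellTiter-Glo luminescence, normalised to DMSO and no-cell wells; concentration-response curves classed.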
The depositor's hits bear a star; i = inactive; ? = inconclusive; . = no result given; & = joins results of further samples; [ ] = dose if it differs, or a comment. Unless noted, the call rests on the fitted dose curve; in most records, active means well fitted curve in the direction sought with a large enough effect; inconclusive means small, poorly fitted or top-dose-only effect, or another doubt; inactive means no such curve, though single readings can be large; an effect the other way counts as inactive or inconclusive.

Compound,S2 tox,KB-3-1 tox,HT1080 IDH1KD tx,ATXN2 expr inh,IL1B secr inh,SW480 rerep,HT1080-NT tox,KB-V1 cytotox,MCF10A rerep
CCn1nc(C(C)C(=O)O)c2ccccc2c1=O (stereo unspecified),i,-11%,10%,-6%,-6,?,16%,6%,0%
CC1CN(C(=O)Cc2ccc(-c3ccccc3)cc2)CC(C)O1 (stereo unspecified),i,0%,0%,-21%,-9,1%,-2%,-3%,-2%
CC(C)C(C(=O)Nc1ccc(N2CCOCC2)cc1)N1C(=O)c2ccccc2C1=O (stereo unspecified),i,5%,6%,11%,25,0%,-2%,8%,-18%
CCOc1ccc(N2CC(C(=O)Nc3c(C)n(C)n(-c4ccccc4)c3=O)CC2=O)cc1 (stereo unspecified),i,-6%,29%,-6%,14,2%,?,4%,2%
CCOc1cc(C(=O)N2CCN(C/C=C/c3ccccc3)CC2)cc(OCC)c1OCC,i,2%,-13%,-15%,-9,-6%,-4%,?,?
CC1=C(C#N)C(c2cccnc2)C2=C(N1)c1ccccc1C2=O (stereo unspecified),i,5%,28%,-28%,10,-5%,8%,8%,1%
O=C1C2C3C=CC(O3)C2C(=O)N1Nc1ccccc1 (stereo unspecified),i,10%,-11%,-1%,12,-4%,1%,22%,2%
Cc1cc(-c2ccccc2)nc2cc(C(=O)NCCCn3ccnc3)nn12,i,0%,11%,11%,?,-6%,13%,14%,-7%
CN(C)CCCn1cnc2c1c(=O)[nH]c(=O)n2Cc1ccccc1,i,4%,9%,4%,-1,-9%,15%,11%,11%
CC(=O)Nc1ccc(S(=O)(=O)NN=CCCc2ccccc2)cc1,i,-1%,3%,-5%,20,-7%,4%,4%,-10%
Cc1noc(C)c1CSc1ncnc2sc3c(c12)CCCCC3,i,-14%,18%,1%,0,-115%[inhibitor],?,?,?
Cn1ncc(Br)c1C(=O)Nc1ccc(Br)cn1,i,10%,15%,3%,20,1%,16%,-10%,-1%
CN(C(=O)c1ccc(NC(=O)Cc2cccc(NC(=O)C3CCCN(C(=O)CCc4ccccc4)C3)c2)cc1)C1CC1 (stereo unspecified),i,10%,-6%,4%,8,-14%[9.22 µM],0%,21%,2%
CC1Oc2ccccc2N(CC(=O)NCCc2ccccc2)C1=O (stereo unspecified),i,1%,-2%,-3%,8,-5%,0%,16µM*,-5%
CNC(=O)C[C@@H]1C(=O)N(c2ccc(OC)cc2)CC1(C)C,i,0%,18%,4%,12,.,13%,0%,.
COC(=O)c1ccc(Sc2ccc(F)cc2)c(N)c1,i,8%,4%,34%,5,5%,-2%,0%,24%
COc1ccc(C(=O)NCCc2cn3ccc(C)cc3n2)cc1,i,-19%,-5%,-8%,19,-5%,0%,-1%,-4%
O=C(O)c1ccc(-c2nc3ccccc3[nH]2)cc1,i,1%,1%,2%,26,4%,1%,7%,11%
O=C(Cn1cnc2c(nnn2Cc2ccc(Cl)cc2)c1=O)NCc1ccco1,i,0%,?,-6%,-5,?,?,-21%,?
NC(=O)CS(=O)(=O)c1nc2ccccc2n1CC(=O)N1CCCCC1,i,?,?,-7%,-6,-6%,?,9%,-6%
CCCN(C(=O)CCNC(=O)Cn1cnc2ccccc2c1=O)c1cccc(C)c1,?,1%&7%,-4%,-1%&-4%,-2,-5%,-4%,?,-7%
O=C(CN1CCN(c2nc(-c3ccc(F)cc3)cs2)CC1)Nc1ccc2c(c1)OCO2,i,-29%,0%,-8%,31,13%,2%,?,?
O=c1cnnc(N/N=C/c2cccs2)[nH]1,i,?,3%,.,63,4%,0%,?,3%
COc1cc(NC(=O)CCn2c(=S)oc3ccccc32)cc(OC)c1OC,i,8%,9%,-17%,188,-9%,7%,-8%,7%
C[C@]12CC[C@@H]3c4ccc(O)cc4CC[C@H]3[C@@H]1CCC2=O,i,0%,-15%,3%&8%,28,12%&-24%,9%,?,12%&7%
Cc1c(CN(C)C(=O)/C=C/c2ccc([N+](=O)[O-])cc2)cnn1C,i,25%,-2%,30%,-12,18%,0%,?,-7%
COc1ccc(CCN2C(=O)CC(NNC(=O)c3ccccc3Br)C2=O)cc1OC (stereo unspecified),i,2%,10%,7%,-1,-2%,10%,?,1%
COc1ccc(OC)c(NC(=O)CCN2CCN(CCO)CC2)c1,i,0%,-1%,.,9,1%,-5%,36%,0%
NCC(=O)c1cccc2ccc[n+]([O-])c12,i,?,5%,.,13,-11%,3%,2%,-13%
COc1cccc(CSCC(=O)NCCc2ccccc2)c1OC,i,6%,0%,-2%,11,-11%,4%,-8%,1%
Cc1ccc(NC(=O)CN(C)C2CCCCC2)cc1Cl,i,-3%,-16%,-19%,?,-1%,-19%,-13%,0%
CCCCNC(=O)CSc1nc2n[nH]c(C)c2c(=N)n1-c1cccc(Cl)c1C,?,-19%,?,-20%,24,12%,2%[9.24 µM],-20%,?
NC(=O)C1CCN(C(=O)c2cc3ccccn3n2)CC1,i,-11%,-1%,0%,23,-12%,-2%,8%,13%
CCCNC(=O)N1CCN(c2ncccn2)CC1,i,2%,8%,1%,7,-7%,13%,12%,3%
OC[C@@H]1CN(C2CCCC2)C[C@H](n2cnc3c(N4CCCC4)ncnc32)O1,i,0%,21%,5%,15,.,?,6%,.
CC(=O)c1cc2c(cc1NC(=O)CN(C)S(=O)(=O)c1cccs1)OCO2,i,?,10%,9%,2,-29%,9%,-10%,?
CC(c1ccco1)N(C(=O)CSc1ccc(Br)cc1)c1ccccn1 (stereo unspecified),i,0%,-19%,-19%,-19,-1%,-3%,0%,17%
CCCCCn1c(SCC(=O)OC)nc2c1c(=O)[nH]c(=O)n2C,i,2%,-4%,3%,0,-4%,1%,-11%,0%
Cc1ccc(N2C(=O)C3C(C2=O)C2C=CC3C23CC3)c([N+](=O)[O-])c1 (stereo unspecified),i,-1%,2%,-25%[11.3 µM],17,16%,-15%,-23%,1%
CC(OC(=O)c1ccc(Cl)c([N+](=O)[O-])c1)C(=O)N1CCN(Cc2ccccc2)CC1 (stereo unspecified),i,4%,-2%,.,-96*,-9%,-8%,27%,?
Cc1ccccc1CSc1nnc(NC(=O)Cc2cccs2)s1,i,6%,6%,-9%,19,-2%,3%,7%,0%
Cc1oc2ccc(OCc3c(F)cccc3Cl)cc2c1C(=O)O,i,7%,5%,.,32,-17%,-6%,0%,12%
CC(=O)N1N=C(c2cccs2)CC1c1cc2cc(C)ccc2nc1Cl (stereo unspecified),i,3%,6%,-3%,5,-25%,3%,8%,-4%
COc1ccc(C(=O)/C(C)=N/O)cc1OC,i,-7%,0%,0%,-2,-7%,-9%,6%,1%
CCC(c1nnnn1-c1ccc2c(c1)OCCO2)N1CCN(C(=O)C2CCCO2)CC1 (stereo unspecified),i,20%,6%,2%,35,.,22%,23%,.
CCCn1cc(SCC(=O)NC2CCCC2)c2ccccc21,?,.,-1%,14%,8,4%,-8%,.,0%
Cc1nc2scc(C)n2c(=O)c1S(=O)(=O)N1CCN(c2ccccc2F)CC1,i,-29%,-3%,1%,89,26%,9%,0%,7%
Cc1cc2nc(SC(C)C(=O)O)[nH]c2cc1C (stereo unspecified),i,1%,10%,16%,-3,-11%,6%,-1%,-17%
CC(C(=O)Nc1ccc(C(=O)O)c(O)c1)N1C(=O)/C(=C\c2ccco2)SC1=S (stereo unspecified),i,1%,1%,.,0,2%,2%,-4%,-2%
COC(=O)C1C(=O)c2c([nH]c(C(=O)OC3CCCC3)c2C)CC1C (stereo unspecified),i,17%,-1%,65%[activator],?,4%,2%,?,1%

Fetched by structure from the list above, 3 records:
Compound,S2 tox,KB-3-1 tox,HT1080 IDH1KD tx,ATXN2 expr inh,IL1B secr inh,SW480 rerep,HT1080-NT tox,KB-V1 cytotox,MCF10A rerep
COc1ccc(C(=O)/C(C)=N/O)cc1OC,i,-7%,0%,0%,-2,-7%,-9%,6%,1%
CCCCCn1c(SCC(=O)OC)nc2c1c(=O)[nH]c(=O)n2C,i,2%,-4%,3%,0,-4%,1%,-11%,0%
Cc1nc2scc(C)n2c(=O)c1S(=O)(=O)N1CCN(c2ccccc2F)CC1,i,-29%,-3%,1%,89,26%,9%,0%,7%

More compounds.
Compound,S2 tox,KB-3-1 tox,HT1080 IDH1KD tx,ATXN2 expr inh,IL1B secr inh,SW480 rerep,HT1080-NT tox,KB-V1 cytotox,MCF10A rerep
O=C(c1ccccc1)N1CCN=C1c1ccccc1,i,-3%,12%,2%,8,-55%[inhibitor],4%,-12%,?
COc1ccc(Nc2nc(C(=O)N3CCc4ccccc4C3)cs2)cc1,i,-12%,-24%,-6%,?,8%,2%,-1%,?
Cc1cc(C)n2c(SCC(=O)NCc3ccc4c(c3)OCO4)nnc2n1,i,10%,-3%,.,-13,-23%,5%,-7%,0%
COC(=O)c1cc(NC(=O)Cn2nc(-c3ccccc3)c3c(c2=O)CCCC3)cc(C(=O)OC)c1,i,1%,.,-6%,.,.,.,-29%,.
COc1ccc(N2CCN(c3cc(C(=O)NC4CCCCC4)ncn3)CC2)cc1OC,i,-28%,-10%,-19%,-9,.,-4%,15µM*,.
O=C(O)c1ccc(N2CCCS2(=O)=O)cc1,i,-14%,23%,10%,13,4%,1%,-3%,-2%
NC1=NC[C@H](c2ccccc2)N1CCCCC1CCCCC1,?,?,-10%,-13%,-83*,-9%,-9%,-6%,1%
CC(C)c1ccc(NC(=O)C2CCN(S(=O)(=O)c3ccc4c(c3)NC(=O)CO4)CC2)cc1,i,-10%,-16%,.,-6,5%,-18%,12%,-2%

Compound activity as filed in PubChem.
